Assay outcomes as filed in PubChem BioAssay.
NPYLR7 ag: mosquito NPYLR7 agonism; activation, % at 10 µM; AID 1259423; HEK293T NPYLR7/Galpha15, GCaMP6s calcium fluorescence; actives 0.15% (n = 270,000); in the data active = activation above about 40%;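 also: 0% = vehicle and 100% = reference agonist at the receptor; some compounds past the cut are filed as inactive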
hcGAS lum: human cGAS inhibition; inhibition, % at 12.5 µM; AID 1259398; Q8N884; recombinant h-cGAS, ATP depletion, Kinase-Glo luminescence; actives 0.081% (n = 290,000);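 also: 0% = vehicle reaction and 100% = reaction without DNA for no activity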
Target sequence (Q8N884 whole entry, looked up): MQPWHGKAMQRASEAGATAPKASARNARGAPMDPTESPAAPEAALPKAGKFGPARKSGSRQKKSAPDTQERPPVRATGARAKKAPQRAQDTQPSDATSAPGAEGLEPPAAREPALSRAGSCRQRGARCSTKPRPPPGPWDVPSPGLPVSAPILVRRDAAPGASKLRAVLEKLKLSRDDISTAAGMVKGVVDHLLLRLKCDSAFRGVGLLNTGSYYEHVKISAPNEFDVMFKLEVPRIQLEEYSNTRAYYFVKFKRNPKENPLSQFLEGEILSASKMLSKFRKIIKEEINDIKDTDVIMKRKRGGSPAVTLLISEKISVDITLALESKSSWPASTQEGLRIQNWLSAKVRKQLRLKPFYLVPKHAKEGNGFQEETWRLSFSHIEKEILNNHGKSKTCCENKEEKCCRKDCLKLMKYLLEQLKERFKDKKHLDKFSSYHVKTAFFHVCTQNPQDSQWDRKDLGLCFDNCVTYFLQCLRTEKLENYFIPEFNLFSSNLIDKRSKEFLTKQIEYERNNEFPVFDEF
mcGAS lum: inhibitors of mouse cGAS; Q8C6L5; recombinant cGAS, Kinase-Glo ATP depletion luminescence; inhibition, % at 12.5 µM; actives 0.15% (n = 160,000);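 also: 0% = negative control wells and 100% = reference inhibitor with no enzyme activity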
* hit, by the source's call; . = not tested or not shown. Rule as the data show it, unless noted: active = inhibition above about 40%; inactive = the rest.

SMILES	NPYLR7 ag	hcGAS lum	mcGAS lum
O=C(NCCCn1nc(-c2ccncc2)ccc1=O)Nc1ccccc1C(F)(F)F	7.8	-4.4	.
N#Cc1cc2c(=O)n3ccccc3nc2n(CCCN2CCOCC2)c1=O	-0.2	-1.2	-2.3
COc1ccc(C(=O)COc2cc(=O)n3ccccc3n2)cc1OC	-3.9	2.3	-6.5
Cc1ccc(Cc2nnc(Nc3ccccc3C)[nH]c2=O)cc1	6.1	-3.0	.
CCOC(=O)c1nn(-c2ccccc2C)c(=O)cc1N1CCN(c2ccc(F)c(Cl)c2)CC1	8.1	-5.0	.
c1cncc(-c2nc(Oc3ccc4c(c3)OCO4)c3ccccc3n2)c1	21.0	-8.1	-5.4
O=C(C=Cc1cccs1)N1CCN(S(=O)(=O)c2cccs2)CC1	-1.1	-0.9	.
Cn1c(SCc2cc(Cl)c3c(c2)OCCO3)nnc1-c1ccco1	0.6	5.5	.
CCCCCc1ccc(C(=O)N2CCCN(C(=O)CN3CCc4sccc4C3c3cccc(F)c3)CC2)cc1 (stereo not given)	-2.3	1.9	0.6
CCCCCC(C)NCc1cnc(SC)nc1N1CCCC1 (stereo not given)	4.3	3.9	0.4
Oc1ccc(C=NN2CCN(c3ccccc3)CC2)cc1O	-2.8	0.1	-0.3
COC(=O)[C@@H]1C[C@H](NS(=O)(=O)c2ccc(Cl)s2)CN1C	2.1	-5.2	.
CC(=O)c1cn(C2OC(CO)C3OC(C)(C)OC32)c(=O)n(C)c1=O (stereo not given)	1.0	-3.3	.
COCCN(CC1CCN(Cc2ccccc2OC)CC1)C(=O)C1CC=CCC1 (stereo not given)	7.6	-7.7	.
COc1ccc(N2CCN(CCc3c[nH]c4ccc(NC(=O)CO[C@@H]5C[C@H](C)CC[C@H]5C(C)C)cc34)CC2)cc1	7.3	-12.9	-6.6
O=C(Cc1c[nH]c2ccccc12)NN=C1CCN(C2CCCC2)CC1	-2.3	3.0	.
COc1ccc(S(=O)(=O)N2CCC(Cc3ccccc3)CC2)cc1N1CCN(C(=O)CCCCCCl)CC1	6.9	-0.4	-4.4
CCn1ccc(C(=O)NCc2cccnc2Oc2ccc(C)nc2)n1	1.0	1.0	.
CCOC(=O)c1nc2cc(Cl)c(Cl)cc2nc1N1CCCN(C(=O)c2c(C)noc2C)CC1	6.4	-7.0	-7.5
CCOC(=O)CCc1c(C)nc2ncnn2c1N1CCN(C(=O)c2cc(OC)cc(OC)c2)CC1	-4.4	4.0	1.5

One compound at a time (already shown).
Results for CCCCCC(C)NCc1cnc(SC)nc1N1CCCC1 (stereo not given) : NPYLR7 ag: 4.3; hcGAS lum: 3.9; mcGAS lum: 0.4
Results for CCOC(=O)c1nc2cc(Cl)c(Cl)cc2nc1N1CCCN(C(=O)c2c(C)noc2C)CC1 : NPYLR7 ag: 6.4; hcGAS lum: -7.0; mcGAS lum: -7.5
Results for c1cncc(-c2nc(Oc3ccc4c(c3)OCO4)c3ccccc3n2)c1 : NPYLR7 ag: 21.0; hcGAS lum: -8.1; mcGAS lum: -5.4

Compounds from the list above that contain fluorine:
SMILES	NPYLR7 ag	hcGAS lum	mcGAS lum
O=C(NCCCn1nc(-c2ccncc2)ccc1=O)Nc1ccccc1C(F)(F)F	7.8	-4.4	.
CCOC(=O)c1nn(-c2ccccc2C)c(=O)cc1N1CCN(c2ccc(F)c(Cl)c2)CC1	8.1	-5.0	.
CCCCCc1ccc(C(=O)N2CCCN(C(=O)CN3CCc4sccc4C3c3cccc(F)c3)CC2)cc1 (stereo not given)	-2.3	1.9	0.6

Later entries.
SMILES	NPYLR7 ag	hcGAS lum	mcGAS lum
COc1ccccc1C(=O)Oc1coc(CSc2nccc(C)n2)cc1=O	-16.8	2.9	0.2
c1ccc(CCCCNC2CCC3(CCNCC3)CC2)nc1	5.4	-5.3	-18.0
O=C(CCC1CCN(C(=O)C2(N3CCCC3)CCCC2)CC1)Nc1ccccc1	-0.7	-8.5	.
CCN(CC)C(=O)Oc1ccc2c(ccn2Cc2cccc(F)c2)c1NC(=O)C(C)Oc1ccccc1 (stereo not given)	-4.4	-6.4	-6.8
COc1ccc(-c2noc(COc3cc(Cl)ccc3Cl)n2)cc1OC	-0.3	-6.8	.
CC(C)C(=O)Nc1cccnc1-c1ccc(C(C)N2CCOCC2)cc1 (stereo not given)	21.0	-5.3	.
COc1cccc(Nc2nc(C(N)CCc3ccccc3)cs2)n1 (stereo not given)	-0.7	-1.2	-5.3
Cc1ncccc1C(=O)N1CCC2(CC1)CCC(O)(CN1CCN(C)CC1)CC2	.	0.1	-2.6
O=C(NC1CCCCCC1)C1CCC(CNc2c(N3CCCC3)c(=O)c2=O)CC1 (stereo not given)	6.9	-7.1	-6.2
Cc1ccc(Cc2nc(N3CCCN(Cc4cccs4)CC3)c3c(C)nn(-c4ccccc4)c3n2)cc1	.	-8.0	-8.8
CCC1CN(C(=O)c2cccnc2SC)CCC(=O)N1Cc1ccccc1 (stereo not given)	-1.6	-5.6	.
COc1ccc(C(=O)N2CCCC(CCC(=O)NCc3ccc(C)o3)C2)cc1F (stereo not given)	17.3	-6.6	.
COC(=O)CCc1c(C)nn(-c2ccc(C(=O)N3CCNC(=O)C3C)cc2)c1C (stereo not given)	-0.6	3.4	.
Cc1cccc(C2c3[nH]c4ccccc4c3CCN2Cc2ccc(C#CC(C)(C)O)cc2)n1 (stereo not given)	21.9	-3.9	-13.1
Cc1nnc(-c2cc3ccccc3n2CC(=O)Nc2ccc3c(c2)OCO3)o1	-0.4	-0.1	-0.2
CC1CCN(C(=O)c2cc(NC(=O)c3ccc(F)cc3)ccc2N2CCC(Cc3ccccc3)CC2)CC1	.	-2.3	-6.5
CC(=O)NCc1ccc(-c2csc(NC(=O)CCc3c(C)noc3C)n2)s1	0.4	-4.6	-5.5
CCOC(=O)[C@H]1[C@@H](O)C(=O)NC12CCN(C(=O)c1cc3ccccc3s1)CC2	3.7	-4.9	-6.7
COc1ccc(CC(=O)N2CCC(c3nc(-c4ccccc4F)no3)CC2)cc1	2.4	-7.6	-7.0
CN1CCN(c2ccc(C(F)(F)F)cc2NC(=O)C2CCCC2)CC1	11.1	-6.2	.
Cc1ccccc1C(=O)N[C@@H]1CCCCC1NC(=O)C1CCCN(C(=O)c2cc(Cl)cc(Cl)c2)C1 (stereo not given in full)	-4.8	-2.3	0.0
CC(NC(=O)c1cc(NC(=O)c2cc(Cl)cc(Cl)c2)ccc1N1CCCCC1)c1ccccc1 (stereo not given)	19.2	-2.7	-5.7
O=C(CC(Nc1ccc(Cl)cc1Cl)C(=O)O)c1ccccc1 (stereo not given)	5.1	2.6	.
C[C@H](C(=O)NCCOc1ccccc1)N1Cc2ccc(N3CCOCC3)nc2C1=O	7.4	-10.5	.
CN(C)c1nc(N)nc(COC(=O)COc2cccc(C(F)(F)F)c2)n1	-3.9	5.1	.
Cc1ccc2c(c1)c(N=NC(=O)COc1ccc(Cl)cc1Cl)c(O)n2C	-5.4	-4.2	-3.7
C=CCn1c(SCC(=O)NCCCN2CCOCC2)nc2sc(C)c(C)c2c1=O	-2.6	-3.2	-2.0
CC(C)(C)c1csc(NC(=O)CCc2cccnc2)n1	5.9	-8.6	-8.6
CC1(C(=O)NS(=O)(=O)c2ccc(C#N)cc2)CCN1C(=O)COc1ccc(Cl)cc1 (stereo not given)	2.1	-10.4	.
CCOc1cc(/C=N\n2cnnc2)cc(Cl)c1OCc1ccc(F)cc1	-2.9	-3.1	.
Cc1cncc(N2CCN(c3ccccn3)CC2)n1	4.3	-12.9	.
COc1ccc(C=NOCc2ccc(Cl)c(Cl)c2)c(OC)c1	3.2	-7.1	.
Cc1cc(Oc2cc(N3CCN(S(=O)(=O)C(C)C)CC3)ncn2)ccc1Cl	6.8	3.2	-3.3
COc1ccc(C(=O)N2CCOCC2)cc1S(=O)(=O)N(C)Cc1ccccc1	-0.3	-3.6	.
CC(C)c1ccc(S(=O)(=O)NC2CC(C)(C)NC(C)(C)C2)cc1	-2.2	-13.6	.
CC(C)C(=O)N1CCC(C(=O)Nc2ccc(NC(=O)CN3CCOCC3)cc2)CC1	12.2	-4.1	.
Cc1ccc(S(=O)(=O)N2CCN(C(=O)CCSc3ccccc3F)CC2)cc1	0.5	-8.4	-6.4
CC(=O)Cn1c(=O)c2c(nc3n(-c4ccc(C)cc4)c(C)c(C)n23)n(C)c1=O	-0.9	-4.6	.
CC1(C(=O)N2CCN(c3ccc(C(N)=O)cc3)CC2)CC1(Cl)Cl (stereo not given)	-3.6	4.0	-0.6
CCOC(=O)c1cnc2cc(C(F)(F)F)ccc2c1Nc1cccc(O)c1	15.7	-6.0	-6.7

Two neighbouring entries from above, quoted:
SMILES	NPYLR7 ag	hcGAS lum	mcGAS lum
COc1ccc(C=NOCc2ccc(Cl)c(Cl)c2)c(OC)c1	3.2	-7.1	.
Cc1cc(Oc2cc(N3CCN(S(=O)(=O)C(C)C)CC3)ncn2)ccc1Cl	6.8	3.2	-3.3

Additional entries follow:
SMILES	NPYLR7 ag	hcGAS lum	mcGAS lum
COc1ccc(C)cc1NC(=O)N1CCN(C(c2ccc(F)cc2)c2ccc(F)cc2)CC1	30.8	-9.3	-5.2
COCCn1c(C)cc(O)c(C(c2cccnc2)N2CCN(c3ccccn3)CC2)c1=O (stereo not given)	11.3	-3.3	.
COC(=O)c1ccc(CSc2nc(=O)n3ccc(C)cc3n2)cc1	1.6	-7.6	-8.2
COc1cc(S(=O)(=O)N(C)Cc2ccc(C)cc2)ccc1NC(C)=O	4.5	-4.5	.
Cc1ncc(COC(=O)C2Oc3ccccc3C2C)s1 (stereo not given)	6.1	-9.0	.
COc1cc(C)ccc1S(=O)(=O)NC(=O)C1(C)CCN1C(=O)c1ccc(C2CCCCC2)cc1 (stereo not given)	2.8	-7.5	.
CCCc1cnc(C)nc1N1CCN(Cc2nc3ccccc3[nH]2)CC1	19.8	-5.2	-8.0
O=C1OCC(CO)(CO)N=C1NNc1ccc(I)cc1	12.2	-0.9	.
CC(C)c1ccc(NC(=O)O[C@@H]2CO[C@H]3[C@@H]2OC[C@@H]3NC(=O)c2cncnc2)cc1	-11.5	-5.7	-7.5
COCCCN(Cc1csc(COc2c(OC)cccc2OC)n1)C(=O)c1cccs1	2.9	-2.4	-7.3
COCc1cnc2c(c1SCC(=O)Nc1ccccc1OC)c(=O)n(C)c(=O)n2C	-6.6	11.6	2.0
O=C(N[C@@H](CO)c1ccccc1)c1ccc(NC(=O)C2CCC2)cc1	9.1	-4.7	.
O=C(NCCc1csc(-c2cccnc2)n1)C1CNCCO1 (stereo not given)	2.3	-11.8	.
COc1ccc(C)cc1CN1CCCN(C(C)=O)c2ccccc21	2.7	-10.4	.
Cc1cccc(-c2nc(SCC(=O)Nc3nccs3)c3c(=O)n(C)c(=O)n(C)c3n2)c1	-5.2	-7.1	-8.0
O=C(c1cc(F)cc(F)c1)N1CCN(S(=O)(=O)c2ccc3c(c2)CCCC3)CC1	-5.7	-3.9	-7.0
CC1CCN(c2onc(-c3ccccc3)c2CNCCN2CCOCC2)CC1	-8.2	-2.9	.
CC(C)(CCl)C(=O)N1CCC2(CC1)NC(=O)c1cc(Cl)ccc1N2	17.7	-1.4	-8.1
O=C(OC1CCN(CC(F)(F)F)CC1)C1COc2ccccc21 (stereo not given)	-0.3	1.6	.
CCN1C(=O)NC(c2cccc(Oc3ccccc3)c2)C2=C1CN(C(Cc1ccccc1)C(=O)NC1CCCCC1)C2=O (stereo not given)	3.2	-3.8	-2.4
Cc1ccc(NC(=O)C(C)NCC(C)(C)CO)cc1 (stereo not given)	.	0.5	-12.7
COCC(=O)N1CCN(c2ccc3c(c2)CCC3)C(=O)C1C (stereo not given)	2.7	-4.4	-4.1
COc1ccc(-c2c3c(=O)n(Cc4ccco4)ccc3nc3ncnn23)cc1	-11.4	-5.2	.
Cc1nc(-c2cccc(C(F)(F)F)c2)nc(N2CCN(C(=O)NC34CC5CC(CC(C5)C3)C4)CC2)c1C	7.3	1.3	-2.9
CNS(=O)(=O)c1ccc(-c2nccn2CCc2ccco2)cc1	-0.6	-1.4	.
COCCN(Cc1nc(-c2ccc(C(=O)OC)cc2)oc1C)C(C)C	-7.1	-5.1	-5.1
CCOC(=O)c1nn(-c2ccccc2C)c(=O)cc1OCC(=O)Nc1cccc(OC)c1	8.9	-2.8	.
CCOCCCn1c(SCc2noc(-c3ccccc3OC)n2)nc2cc(S(=O)(=O)N3CCOCC3)ccc21	5.0	-3.9	-6.3
O=S(=O)(Nc1nccnc1N1CCN(S(=O)(=O)c2ccc3c(c2)OCCO3)CC1)c1ccc(F)cc1	13.4	-5.5	-4.0
CC(C)Oc1ccc(S(=O)(=O)N2CCOCC2)cc1NC(=O)C(C)n1c(=O)oc2ccccc21 (stereo not given)	0.5	-3.7	.
COCCNC(=O)[C@@]1(OCc2cccc(OC)c2)CC(OCc2cccc(C(F)(F)F)c2)[C@@H]2OC(C)(C)O[C@@H]2C1 (stereo not given in full)	-8.8	3.7	-0.2
COc1ccc(OC)c(C(=O)Nc2cc(C)nc(N3CCOCC3)n2)c1	0.9	3.3	.
CCCc1cc(=O)[nH]c(SCC(=O)N2CCN(c3ccccc3)CC2)n1	9.2	-18.4	-3.6
COc1c(OC)c2occc2c2oc(=O)ccc12	-10.6	-1.7	.
CCNC(=O)N1CCCC(OCc2ccc(F)c(F)c2)C1 (stereo not given)	-7.3	-0.7	-2.1
Cc1cc(C)n(-c2ccc(NC(=O)C3CCCCN3C(=O)c3ccc[n+]([O-])c3)cc2)n1 (stereo not given)	2.5	3.3	.
O=S(=O)(c1ccc(-n2cccn2)cc1)N1CCOCC1	1.5	-8.5	.
CCOC(=O)C1(C)CCN1C(=O)c1cccnc1 (stereo not given)	-3.2	-3.0	.

Random draw from the library, and some 0.26% of all compounds hit somewhere here.
